From PubChem BioAssay
MITF TRPM1 HTS – activators of MITF-driven TRPM1 promoter reporter, primary screen, cell-based, SK-MEL-5, luciferase, single point; SK-MEL-5 TRPM1-promoter luciferase, 24 h; % of positive control, neutral wells = 0; activation, % at 12.5 µM; 300,000 tested, 0.75% active;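 active means mean activation of at least 80% with every replicate also reaching 80%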;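 further: 0% = neutral control wells and 100% = parthenolide positive control wells; values of inactives mirror those of a sister screen read the other way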
SR-BI DiI-HDL act – activators of SR-BI mediated DiI-HDL uptake, primary screen, ldlA[mSR-BI] CHO cells, DiI fluorescence; 3 h; 100 = double the neutral-control signal; activation, % at 12.5 µM; 320,000 tested, 0.096% active;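 active means mean replicate activation of at least 60% and every replicate at or above 60%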;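 further: 0% = median plate neutral-control signal and 100% = twice that signal; values of inactives mirror those of a sister screen read the other way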
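Test system: SR-BI-overexpressing, LDLR-lacking CHO cells. Measured by: DiI fluorescence, bottom read. Medium: Ham's F12 with 0.5% BSA, HEPES 25 mM, pH 7.4. Timing: 3 h uptake period with compound, 37 °C.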
Mot1-301 SUMO – yeast Mot1-301 growth rescue at high temperature, primary screen, SUMOylation pathway inhibitor project, S. cerevisiae, ATP luminescence, 38.5C | S. cerevisiae Mot1-301 growth rescue; percent above DMSO median, 100 means doubled | growth rescue, % at 18.8 µM | 320,000 tested, 1% active | AID 2716, 2010;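 active means every valid replicate shows activation above 250% relative to neutral control wells; inactive means the rest, any valid replicate at or below 250%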;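 further: OY570 slx delta 5 strain wells were the positive control but not used for scaling; some compounds called inactive have numbers as strong as hits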
CDK5 p35 inh – inhibitors of human CDK5/p35 kinase, primary screen, biochemical, single concentration. Recombinant CDK5/p35, ADP-Glo luminescence, 60 min. Cyclin-dependent kinase 5 (Homo sapiens) + Cyclin-dependent kinase 5 activator 1 (Homo …. inhibition, % at 10 µM. 330,000 tested, 0.01% active;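 active means highest replicate inhibition of at least 50% and at least 75% of replicates reaching 50%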;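 further: plate controls were DMSO neutral control for no effect and GW8510 at 10 µM for full effect; many of its hits are not listed in these tables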
PKA-R1A activ – activators of PKA-R1A holoenzyme, primary screen, biochemical, fluorescence polarization, Cy5-IP20, bovine R1A, mouse PKAc; activation, % at 11.4 µM; PKA-R1A dissociation; scaled: DMSO 0%, 113 µM cGMP 100%; 340,000 tested, 0.083% active; cAMP-dependent protein kinase type I-alpha regulatory subunit (Bos taurus) + …;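 active means percent activation above the mean of all tested compounds plus 3 SD, cut at about 19% in these data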;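 further: higher means more PKAc released from R1A so a rise in polarization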
SR-BI DiI inh – inhibitors of SR-BI mediated HDL lipid uptake, primary screen, ldlA[mSR-BI] cells, fluorescence, single point; Scavenger receptor class B member 1 (Mus musculus), Q61009; ldlA[mSR-BI] CHO cells, DiI-HDL uptake fluorescence, 3 h; inhibition, % at 12.5 µM; 320,000 tested, 0.96% active; AID 488896, 2010;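 active means mean replicate inhibition of at least 70% and a set share of replicates each scoring 70 or more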;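 further: 0% = median of neutral control wells and 100% = median of positive control wells; values of inactives mirror those of a sister screen read the other way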
dFosB act – activators of delta FosB homodimer, primary screen, biochemical, fluorescence polarization, TAMRA-CDK5 oligo, single point; purified delta FosB; percent of positive-control signal above neutral wells; Protein FosB (Mus musculus), P13346; 340,000 tested, 0.99% active; activation, % at 25 µM;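 active means mean activation above about 17%, with every replicate also reaching it, limit read from the data, passing the limit was not always enough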;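 further: fluorescence polarization rise as delta FosB binds a TAMRA Cdk5 AP-1 oligo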
Target sequence (P13346 whole entry, looked up): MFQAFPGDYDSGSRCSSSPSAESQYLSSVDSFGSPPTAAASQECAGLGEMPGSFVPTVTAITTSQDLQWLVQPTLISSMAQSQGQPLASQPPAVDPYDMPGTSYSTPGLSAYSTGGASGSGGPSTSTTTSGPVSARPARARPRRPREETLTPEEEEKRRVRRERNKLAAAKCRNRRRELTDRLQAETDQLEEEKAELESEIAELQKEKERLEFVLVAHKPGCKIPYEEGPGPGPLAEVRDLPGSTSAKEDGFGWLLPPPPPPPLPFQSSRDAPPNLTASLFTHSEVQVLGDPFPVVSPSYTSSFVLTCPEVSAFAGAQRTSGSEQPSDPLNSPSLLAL
PKA-R2B act – activators of PKA-R2B holoenzyme, primary screen, biochemical, fluorescence polarization, Cy5-IP20, human; cAMP-dependent protein kinase catalytic subunit beta (Homo sapiens) + cAMP-dependent …; PKA-R2B holoenzyme dissociation; R2B truncated from residue 108, S112A mutant; 0% DMSO only, 100% 113 µM cGMP; activation, % at 11.4 µM; 340,000 tested, 0.079% active;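 active means activation above a cutoff set at the mean over all compounds plus 3 SD, cut at about 18% in these data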;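 further: higher means more holoenzyme dissociation and a rise in polarization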
Target sequence (P31323 whole entry, looked up, other chains not shown, the tested form may be a part): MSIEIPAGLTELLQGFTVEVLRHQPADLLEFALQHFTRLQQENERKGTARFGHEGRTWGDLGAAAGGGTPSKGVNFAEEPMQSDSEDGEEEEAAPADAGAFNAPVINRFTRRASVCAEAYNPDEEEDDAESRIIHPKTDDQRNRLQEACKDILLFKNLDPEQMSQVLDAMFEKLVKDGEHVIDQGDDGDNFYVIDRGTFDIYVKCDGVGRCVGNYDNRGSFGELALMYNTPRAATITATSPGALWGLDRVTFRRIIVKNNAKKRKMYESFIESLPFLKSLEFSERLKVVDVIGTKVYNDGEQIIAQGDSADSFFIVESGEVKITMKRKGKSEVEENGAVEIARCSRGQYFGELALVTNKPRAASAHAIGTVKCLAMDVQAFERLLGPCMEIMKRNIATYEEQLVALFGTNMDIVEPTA
DSG3 Ab inh – inhibitors of pemphigus antibody binding to DSG3, primary screen, biochemical, bead-based, flow cytometry, scFv-GFP; Desmoglein-3 (Homo sapiens), P32926; 310,000 tested, 0.48% active; DSG3-coupled beads, scFv-anti-DSG3-GFP binding; active compounds read low; binding (percent of control), % at 10 µM;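 active means binding more than 3 SD below its plate's average and above zero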;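 further: hits lower antibody fragment binding to DSG3; some compounds called inactive have numbers as strong as hits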
Arr AP2 block – inhibitors of beta-arrestin/AP2 binding, primary screen, biochemical, GPCR trafficking, flow cytometry; beta-arrestin 1 C-terminal peptide binding to AP2 beta2-adaptin appendage (human); 340,000 tested, 0.31% active; FITC-arrestin peptide / GST-AP2 beads; AP2 beta2 appendage carries R879A mutation; inhibition, % at 10 µM;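 active means inhibition above a set limit, near 3 SD of compounds lacking own fluorescence, cut at about 54% in these data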;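 further: plate controls were DMSO wells for no effect and 5 µM unlabelled arrestin peptide for full effect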
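System: GST-tagged AP2 beta2-adaptin appendage (R879A) on 4 µm glutathione beads / Reagent: FITC-arrestin peptide, 50 nM / Detection: HyperCyt-sampled flow cytometry, FL1 channel, ex 488/em 535 nm / Timing: 12 min plus 1 h, RT / Buffer or medium: PBS plus Tween 20 (0.05%) and BSA (0.1%)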
NSD2 inh – NSD2 histone methyltransferase inhibitors, primary screen, biochemical, AlphaScreen, single concentration, set 2; NSD2 peptide methylation, 120 min; inhibition, % at 12.5 µM; 310,000 tested, 0.54% active; AID 743445, 2014; in the data active means inhibition above about 50%
* = called active by the depositor; . = no result given.

MITF TRPM1 HTS	SR-BI DiI-HDL act	Mot1-301 SUMO	CDK5 p35 inh	PKA-R1A activ	SR-BI DiI inh	dFosB act	PKA-R2B act	DSG3 Ab inh	Arr AP2 block	NSD2 inh	SMILES
-12	-9	-7	0.8	-8	9	0	1	.	28	1	CCN(CC(=O)NCc1ccc(Cl)cc1)C(=O)c1cc(S(=O)(=O)N2CCOCC2)ccc1C
-5	11	-3	0.3	-7	-11	-9	2	111	13	4	CN(C)c1ccc(/C=C2\SC(N3CCCCC3)=NC2=O)cc1
.	-4	3	0.4	-7	4	-8	-7	100	-2	-1	COc1cc(CNC(C)(C)CO)ccc1OCC(=O)Nc1ccc(Br)cc1
17	0	-5	-0.3	-9	0	2	-3	101	15	0	Cc1ccc(-c2noc(C3CCCN(C(=O)C4CCCCC4)C3)n2)o1 (configuration not stated)
.	32	7	6.0	-9	-32	-22	-5	111	8	0	CC(C)c1ccc(N=Cc2c(O)c3ccccc3oc2=O)cc1
.	-14	4	-0.1	-5	14	-11	-5	113	1	-3	N#CCCn1nc(-c2ccccc2)cc1Nc1ccccc1NC(=O)c1cccs1
-22	9	8	-1.2	2	-9	-7	-2	102	-7	16	Cc1ccc(S(=O)(=O)/N=C2/NC(=O)/C(=C\c3ccccc3)S2)cc1
-1	8	142	0.1	4	-8	0	0	96	-7	-2	CC1(C)CC(=O)/C(=C(\O)CCCN2C(=O)c3ccccc3C2=O)C(=NCC(=O)O)C1
2	-18	127	0.6	2	18	2	-9	112	18	-1	COC(=O)CN(c1ccc(F)cc1)S(=O)(=O)c1ccccc1
8	-1	675	1.1	0	1	5	-3	98	-2	2	CCN(CC)CCN=CC1=C(O)CNC1=O
-8	6	.	0.5	4	-6	-3	-9	91	-15	2	CN(C)CCN(Cc1ccco1)c1ccccn1
.	7	629*	-1.3	-2	-7	-14	4	109	-1	.	CC1=Nc2ccc(C)cc2N(Cc2ccccc2)C(=O)C1
45	-23	4	-0.1	1	23	3	7	102	28	1	CCOc1ccc(NC(=O)CN(C)C(=O)c2ccc(-c3ccc(C(C)=O)cc3)o2)cc1OCC
9	18	-1	-2.8	2	-18	3	-3	109	-6	-1	CNC(=O)COC(=O)c1cc2c(s1)CCCC2
-3	23	11	-0.3	4	-23	-3	0	104	-2	-2	CCOC(=O)C1Cc2ccccc2C(=O)O1 (configuration not stated)
4	-18	-3	0.7	-12	18	-14	-5	99	-8	3	Cc1cccc(C)c1-n1c(C)cc(/C=N/NC(=O)CSc2ncccn2)c1C
5	15	-6	-0.3	14	-15	-11	1	93	23	-1	Cn1c(CC(=O)NNC(=O)c2ccc(F)cc2Cl)nc2ccccc21
-11	-1	191	1.4	-6	1	-19	-8	104	17	.	COc1ccc(NC(=O)C2CCCN2S(=O)(=O)c2cccc3cccnc23)c(OC)c1 (configuration not stated)
2	34	5	-1.9	-8	-34	-3	-5	88	5	-2	CCCCCCCC1(C)NC(=O)NC1=O (configuration not stated)
-1	12	30	0.7	-17	-12	-9	-9	93	-6	-12	Cc1ccc(OCCC(=O)OCC(=O)NC(=O)NC2CCCC2)cc1
3	.	-6	-0.5	1	.	-2	1	92	2	-3	OCC1(Cc2ccccc2)CCCN(Cc2ccn[nH]2)C1 (configuration not stated)
-6	-9	.	0.1	3	9	-8	5	103	-5	1	CCCOC(=O)c1ccc(NC(=O)COC(=O)C2CCN(c3ccc(C(F)(F)F)cn3)CC2)cc1
19	2	-9	0.4	-2	-2	-5	-7	116	-14	2	CCOC(=O)C1CCCN(C(=O)c2csc(-c3ccc4c(c3)CCO4)n2)C1 (configuration not stated)
10	-16	0	-1.0	-4	16	-18	2	.	-16	0	COc1ccccc1CNC(=O)c1cc(-c2cccnc2)nc2ccccc12
-8	1	-14	1.8	-4	-1	-1	3	103	11	-1	O=C(c1cccnc1Nc1ccccc1F)N1CCOCC1
15	24	-1	-3.6	4	-24	-4	-16	92	6	-3	CCCC(=O)Nc1ccc(C(=O)NN=C(C2CC2)C2CC2)cc1
.	-69	6	-0.1	2	69	3	-2	80	-3	.	O=C(NCCn1cc(SCc2ccccc2F)c2ccccc21)c1c(F)cccc1F
2	-6	1	0.9	0	6	-9	0	100	6	-2	COc1ccc(/C=N/NC(=O)C(=O)NCc2cccnc2)cc1OC
2	.	15	-1.3	-12	.	-4	3	117	-7	1	COc1ccc(NC(=O)c2cccc(S(=O)(=O)N3CCCCCC3)c2)cc1
-10	4	17	0.6	0	-4	-4	-4	.	11	1	COc1ccc(OC)c(C(c2nnnn2C2CCCC2)N2CCc3ccccc3C2)c1 (configuration not stated)

Entries of single compounds from above.
Results for `CCCCCCCC1(C)NC(=O)NC1=O` (configuration not stated) = MITF TRPM1 HTS: 2; SR-BI DiI-HDL act: 34; Mot1-301 SUMO: 5; CDK5 p35 inh: -1.9; PKA-R1A activ: -8; SR-BI DiI inh: -34; dFosB act: -3; PKA-R2B act: -5; DSG3 Ab inh: 88; Arr AP2 block: 5; NSD2 inh: -2
Results for `CCN(CC)CCN=CC1=C(O)CNC1=O` = MITF TRPM1 HTS: 8; SR-BI DiI-HDL act: -1; Mot1-301 SUMO: 675; CDK5 p35 inh: 1.1; PKA-R1A activ: 0; SR-BI DiI inh: 1; dFosB act: 5; PKA-R2B act: -3; DSG3 Ab inh: 98; Arr AP2 block: -2; NSD2 inh: 2

(continued)
MITF TRPM1 HTS	SR-BI DiI-HDL act	Mot1-301 SUMO	CDK5 p35 inh	PKA-R1A activ	SR-BI DiI inh	dFosB act	PKA-R2B act	DSG3 Ab inh	Arr AP2 block	NSD2 inh	SMILES
-3	-17	6	0.6	0	17	0	8	102	-4	0	Cc1cccn2c(=O)c(/C=C(\C#N)C(=O)NC3CCS(=O)(=O)C3)c(N3CCC(C(N)=O)CC3)nc12 (configuration not stated)
-8	-11	11	-0.3	-9	11	5	-3	118	6	2	COc1ccc(NS(=O)(=O)c2cccc(C(=O)N/N=C/c3ccc(O)cc3)c2)cc1
5	8	22	0.0	7	-8	1	4	.	7	-3	Cc1ccc(OCCC(=O)Nc2ccc3c(c2)OCO3)cc1
0	16	0	-1.1	-7	-16	7	-11	96	-8	0	CNS(=O)(=O)c1cnccc1N1CCN(C)CC1
-4	1	-2	-0.9	-4	-1	-6	-4	99	11	-2	COC(=O)c1ccc(CSc2nnnn2-c2ccc(C)cc2C)o1
3	21	1	1.0	-17	-21	-9	-2	97	-3	-1	Cn1c(N)c(C(=O)c2ccc(Oc3ccccc3)cc2)c(=O)n(C)c1=O
77	-67	40	2.8	-10	67	-7	-3	102	30	-4	COc1cc(NC(=O)c2ccccc2Cl)ccc1NC(=O)c1cccs1
44	-5	.	-1.4	-8	5	-2	-11	154	-7	.	COc1ccc(C2CC(c3ccncc3)=NN2c2ccc(S(N)(=O)=O)cc2)cc1 (configuration not stated)
-4	1	-17	-0.3	3	-1	-5	-6	89	3	-2	Cc1oncc1C(=S)Nc1ccccc1
-2	13	-8	1.7	-3	-13	2	-2	100	-3	.	Cc1nc(NC(=O)C2CC2)sc1C(=O)N1CCCCC1
-6	-12	-3	0.1	-10	12	-2	2	113	1	7	CCn1cc(C2=NOC(C(=O)Nc3cc(OC)c(Cl)cc3OC)C2)c(C)n1 (configuration not stated)
.	-22	18	0.1	-2	22	-7	-8	.	4	1	CCCn1c(SCC(=O)N2c3ccccc3Sc3ccccc32)nc2c1c(=O)n(C)c(=O)n2C
11	42	-14	0.4	3	-42	-7	-5	93	-1	1	CCN(CC)C(=O)c1scc2c1OCCO2
.	-41	0	-3.6	-3	41	-3	8	105	-4	.	Cc1ccccc1NC(=O)c1ccc2c(c1)N(C)CCS2
7	8	-11	-0.2	-4	-8	0	1	91	16	.	Cc1ccc(S(=O)(=O)N2[C@@H](c3ccc(Cl)cc3)C(C(=O)O)=CC[C@H]2c2ccc3c(c2)OCO3)cc1
-5	-36	3	3.5	15	36	-3	12	98	-6	.	C[C@]12c3[nH]c4ccccc4c3CCN1C(=O)C(CC(=O)NCCC1=CCCCC1)C[C@@H]2C(=O)N1CCCCC1 (some centres not stated)
7	7	168	0.4	7	-7	-1	-1	123	-1	.	CC1=NN(c2ccc(C)cc2C)C(=O)C1C(c1cccc(O)c1)C1C(=O)N(c2ccc(C)cc2C)N=C1C (configuration not stated)
